Htt clearance = mutant huntingtin protein clearance; HeLa Exon1htt(103Q)mCFP, aggregate imaging; zero = plate's median compound well; inhibition, % at 1.5 µM; hit rate 0.42% among 47,000;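 active means inhibition of aggregate fluorescence above about 70%, also judged a hit by eye on the cell image, limit read from the data, passing the limit was not always enough; inconclusive means no rule stated for this call; inactive means not judged a hit on image review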;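 further: cells exposed to compound for three days before fixation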
Htt clearance grain fraction = second read-out of Htt clearance, no call of its own (marks repeat the call); fraction fluorescence in grains; measured here: aggregate grain fluorescence fraction; active compounds read low;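 scaled fraction of total cell fluorescence in grains with unit not stated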
Active calls of the source: *; ? = inconclusive; nt = no result given.

Values run as follows: Htt clearance, Htt clearance grain fraction
CCOc1ccc(N=CC2=C(O)CC(C)(C)CC2=O)cc1
 : 14, 16
COc1ccc(S(=O)(=O)N(CCc2ccccc2)CC(=O)O)cc1
 : -9, 30
COCCNC(=O)CCCCCNS(=O)(=O)c1ccc(C)cc1
 : 2, 33
O=C(COc1ccccc1)Nc1ccc(-c2nnc(-c3ccco3)o2)cc1
 : -18, 41
CCCN1C2CCCC1CC(NC(=O)NC1CCCCC1)C2 (stereo not drawn)
 : -4, 41
Cc1ccc(-c2nnc(N(C)C(=O)c3ccncc3)s2)cn1
 : 16, 37
Cc1cc(C(=O)CSc2nc3ccccc3n2CCC#N)c(C)n1Cc1cccs1
 : -17, 44
Clc1ccc(-c2nc3n(n2)Cc2ccccc2-3)cc1
 : 0, 18
Cc1cc(NC(=O)CN2C(=O)NC(Cc3ccccc3)C2=O)no1 (stereo not drawn)
 : -32, 24
Cc1cccc(Cn2ncc(Cl)c(Cl)c2=O)c1
 : 67, 6.8
CCn1c(=O)cc(OCC(=O)N(C)C2CCCCC2)c2ccccc21
 : -38, 24
CCC(=O)c1cc(F)c(N2CCN(S(=O)(=O)c3ccc(C)cc3)CC2)cc1C
 : -18, 21
CC(C)(Oc1ccc(Cl)cc1)C(=O)OCn1nnc2ccccc2c1=O
 : -96, 95
Cc1ccc(SCC(=O)NCCSC(C)(C)C)cc1
 : -3, 24
Cc1cc(OCc2nn[nH]n2)c2c(C)c(CC(=O)O)c(=O)oc2c1
 : 53, 8.9
CN1C=CC=C/C1=C1\SC(=S)N(C2CCCCC2)C1=O
 : 3, 33
COc1ccc(CNC(=O)CSc2nnnn2-c2ccc(O)cc2)cc1
 : ?, nt
Oc1ccccc1OCc1nc2ccccc2s1
 : 16, 31
COc1ccnc(Oc2ccc(C)cc2C)c1C#N
 : 13, 19
CCOC(=O)c1sc2ncn(C(C)C(=O)OC)c(=O)c2c1C (stereo not drawn)
 : -4, 21
CCN(CC)C(=O)Cn1cnc2c1c(=O)n(C)c(=O)n2C
 : -7, 24
CCOC(=O)c1cc(C#N)c(N)nc1C
 : 8, 32
Cc1oc2nc(SCCCC(=O)NCCO)nc(N)c2c1C
 : -28, 44
CCNC(=O)NC(=O)C(C)Sc1nnc(COc2ccccc2Cl)o1 (stereo not drawn)
 : 32, 26
Cn1nnc(NC(=O)CSc2ccc(Cl)cc2)n1
 : -41, 30
CC(=O)NC(Cc1ccc(C)cc1)C(=O)NC1CCN(C(=O)c2cnccn2)CC1 (stereo not drawn)
 : 42, 9.4
O=c1[nH]c(-c2ccccn2)nc2ccccc12
 : -18, 39
COc1ccc(S(=O)(=O)N2CCC(C(=O)NCCC3=CCCCC3)CC2)cc1OC
 : -16, 51
O=C(NCc1ccc2c(c1)OCO2)C1CCN(C(=O)Nc2ccc(Cl)cc2)CC1
 : 29, 15
COc1ccc(C2N(c3ccc(F)cc3)C(=O)C3CCCN32)cc1 (stereo not drawn)
 : 31, 28

One compound at a time, from the list above:
O=C(NCc1ccc2c(c1)OCO2)C1CCN(C(=O)Nc2ccc(Cl)cc2)CC1 is listed with Htt clearance = 29; Htt clearance grain fraction = 15
COc1ccnc(Oc2ccc(C)cc2C)c1C#N is listed with Htt clearance = 13; Htt clearance grain fraction = 19

Random excerpt: 4 compounds from above
Values run as follows: Htt clearance, Htt clearance grain fraction
Cc1ccc(-c2nnc(N(C)C(=O)c3ccncc3)s2)cn1
 : 16, 37
COc1ccnc(Oc2ccc(C)cc2C)c1C#N
 : 13, 19
CCn1c(=O)cc(OCC(=O)N(C)C2CCCCC2)c2ccccc21
 : -38, 24
Cn1nnc(NC(=O)CSc2ccc(Cl)cc2)n1
 : -41, 30

Next section:
Values run as follows: Htt clearance, Htt clearance grain fraction
CCOc1ccc(NC(=O)N2CCC(NC(=O)C(Cc3ccc(OC)c(OC)c3)NC(C)=O)CC2)cc1 (stereo not drawn)
 : 8, 33
Cc1ccc2nc(-c3ccc(SCC(=O)O)nc3)[nH]c2c1
 : 25, 26
COc1ccccc1N1CCN(C(=O)CSc2nnc(NC(=O)C3CC3)s2)CC1
 : -46, 53
COc1ccc(C)cc1NC(=O)CCN1CCCC1
 : -49, 28
O=c1[nH]c(Cc2cccs2)nc2ccccc12
 : 16, 35
O=C(Nc1cccc(N2CCCC2)c1)c1cccs1
 : -33, 23
CCOc1cc2[nH]c(=S)n(CCCC(=O)NCc3ccco3)c(=O)c2cc1OCC
 : -7, 33
COc1ccc(C(C(O)C(=O)c2c[nH]c3ccccc23)N2CCN(c3ccccc3)CC2)cc1 (stereo not drawn)
 : -47, 59
Cc1ccc(CNC(=O)c2ccc(Br)o2)cc1
 : 4, 36
CC(=O)Nc1ccc(S(=O)(=O)N2CCC(n3cnc4cc(F)ccc43)CC2)cc1
 : -50, 51
Cc1c(C(=O)N2CCCC2)nnn1-c1nonc1N
 : 20, 16
Brc1ccccc1-c1nnc2sc(Cc3ccccc3)nn12
 : 25, 28
CCOc1ccc(-c2noc(=O)[nH]2)cc1
 : -29, 51
CC(NC(=O)OCc1ccccc1)C(=O)NCC1CCCO1 (stereo not drawn)
 : 17, 17
Cc1nc2c(-c3ccc(F)cc3)c(C)nn2c(C)c1CCC(=O)N1CCN(c2ccccn2)CC1
 : 57, 20
Cc1onc(-c2c(F)cccc2Cl)c1C(=O)Nc1ccc(S(=O)(=O)Nc2ncccn2)cc1
 : -4, 21
Cc1ccc(C(=O)n2nc(-c3ccco3)nc2N)cc1
 : 27, 28
CCOC(=O)CSc1nc(N)c(C(=O)Nc2ccc(N(C)C)cc2)s1
 : -21, 41
CCCCc1[nH]c(=O)c(C#N)c2c1CSC(C)(C)C2
 : -4, 34
CCC(=O)Nc1ccc(N2CCN(Cc3ccccc3)CC2)cc1
 : 16, 26
CN(C)c1ccc(N/C=C/C(=O)c2ccco2)cc1
 : -16, 37
O=C(COc1nsnc1N1CCOCC1)N1CCOCC1
 : -9, 37
CCOC(=O)c1c(C)[nH]c(C)c1C(=O)COC(=O)c1cccc(S(=O)(=O)N(CC)CC)c1
 : 24, 31
O=C(Nc1nccs1)c1ccc(COc2ccc(F)cc2)o1
 : -57, 30
Cc1ccc(CNc2nc(C)nc3sc4c(c23)CCC4)cc1
 : 14, 34
CC(C)Cc1nc(N2CCOCC2)c(C#N)c2c1COC(C)(C)C2
 : -65, 58
COC(=O)C(=O)Nc1nnc(COc2ccccc2)s1
 : -21, 47
CCOC(=O)c1cccc(NC(=O)CSc2nc3cccnc3n2C)c1
 : 28, 28
O=C(Nc1ccccc1-c1nnn(CC(=O)N2CCN(c3ccccc3)CC2)n1)c1cccs1
 : 15, 33
COc1nc(NCCN2CCOCC2)nc(Nc2ccccc2)n1
 : -18, 22
Cc1nc(C)c(C(=O)C2=C(O)C(=O)N(CCCn3ccnc3)C2c2ccccc2)s1 (stereo not drawn)
 : -17, 19
Nc1nonc1-c1noc(-c2ccccc2Br)n1
 : -19, 23
N#Cc1c(-c2cccs2)cc(-c2cccnc2)nc1N
 : 38, 12
O=C(O)c1ccccc1C(=O)NCc1ccc(F)cc1
 : -20, 44
C=C1CC2C=C(NC(C)=O)CC(C1)C2 (stereo not drawn)
 : -38, 50
CC1(C)CC(=O)C(C=NCC2CCCO2)=C(O)C1 (stereo not drawn)
 : 2, 36
Cc1ccc2[nH]c3c(c2c1)CN(C(=O)CN1CCSCC1)CC3
 : 31, 15
Cc1cc(NC(=O)CCn2c(=O)sc3ccccc32)no1
 : -35, 27
Cc1cc(C)c2[nH]c(=O)c(CN(Cc3ccc4c(c3)OCO4)Cc3nnnn3C3CCCC3)cc2c1
 : 35, 22
COc1cc(NC(=O)CS(=O)(=O)c2ccccc2)cc(OC)c1OC
 : 18, 16
O=C(NCCOC(=O)C1COc2ccccc2O1)C1COc2ccccc2O1 (stereo not drawn)
 : -17, 22
CCc1nc(SCC(=O)Nc2cc(C)on2)n[nH]1
 : 6, 32
O=C(c1ccco1)N(Cc1cc2ccccc2[nH]c1=O)CC1CCCO1 (stereo not drawn)
 : 30, 11
COCCCNc1nc2ccccc2nc1NS(=O)(=O)c1cccs1
 : 13, 31
Cn1c(=O)cc(SCC(=O)NCCCN2CCN(c3ccc(F)cc3)CC2)c2ccccc21
 : 3, 31
CC1CCN(S(=O)(=O)c2cccc(S(=O)(=O)N3CCOCC3)c2)CC1
 : 2, 19
O=c1cc(-c2ccccc2)[nH]c2[nH]n(-c3ccccc3)c(=O)c12
 : 6, 19
CN(C)c1nc2c(c(=O)n(C)c(=O)n2C)n1Cc1ccccc1
 : -4, 41
O=C(O)CCCC(=O)Nc1ccccc1Br
 : 32, 23
CCc1ccccc1NC(=O)CC(O)(C(=O)OC)C(F)(F)F (stereo not drawn)
 : -12, 21
CCOC(=O)Nc1sc2c(c1C(=O)OCC)CCC2
 : 0, 38
CCCN(CCC)CCNC(=O)C(NS(=O)(=O)c1ccc2c(c1)CCC(=O)N2)c1ccccc1 (stereo not drawn)
 : -17, 24
COc1ccc(Br)cc1CN1CCN(C(=O)c2cccc(OC)c2OC)CC1
 : 10, 29
CCCCOc1ccc(-c2nnc(-c3ccco3)o2)cc1
 : 61, 12
CCOC(=O)c1nnn(CC(=O)Nc2cc(Cl)ccc2C)c1C(=O)OCC
 : -20, 28
CCC(=O)N/C=C/n1cnc2cc(C(F)(F)F)ccc21
 : -36, 28
O=S(=O)(Cc1ccccc1)N1CCn2c(nc3ccccc32)C1
 : -25, 42
C=CCc1ccccc1OCC(O)CN1CCN(Cc2ccc3c(c2)OCO3)CC1 (stereo not drawn)
 : -118, 42
O=C(CN1C(=O)COc2ccccc21)NCCN1CCc2ccccc2C1
 : -15, 19
O=C(NCCCn1ccnc1)c1cn(-c2ccccc2)nc1-c1ccc(F)cc1
 : -4, 38

Of the compounds above, two have a CF3 group.
Values run as follows: Htt clearance, Htt clearance grain fraction
CCc1ccccc1NC(=O)CC(O)(C(=O)OC)C(F)(F)F (stereo not drawn)
 : -12, 21
CCC(=O)N/C=C/n1cnc2cc(C(F)(F)F)ccc21
 : -36, 28

Remaining list, next part
Values run as follows: Htt clearance, Htt clearance grain fraction
O=C(NCCc1ccc(Cl)cc1)C1CCN(C(=O)c2sccc2-n2cccc2)CC1
 : -23, 21
O=C(Cn1nc(Cc2cccnc2)c2ccccc2c1=O)Nc1ccc2c(c1)OCO2
 : -22, 41
CC12CN(C(=O)c3ccco3)CC(c3ccccc3)(CN(C(=O)c3ccco3)C1)C2=O
 : 52, 8.9
Cc1noc(COc2ccccc2OCC(N)=O)c1Cl
 : 7, 33
COCCn1c(C)cc(C(=O)COC(=O)c2ccc3ncsc3c2)c1C
 : 35, 14
CCC(C)Nc1nc(OC(C(F)(F)F)C(F)(F)F)nc(OC(C(F)(F)F)C(F)(F)F)n1 (stereo not drawn)
 : 18, 16
O=C(OCCN(C1=NS(=O)(=O)c2ccccc21)c1ccc(Cl)cc1)c1ccco1
 : -25, 46
CCCCCn1c(CN2CCN(Cc3ccccc3)CC2)nc2c1c(=O)[nH]c(=O)n2C
 : 2, 34
COc1ccc(OC)c(C2CC(=O)N3CN(c4ccc(C)c(Cl)c4)CSC3=C2C#N)c1 (stereo not drawn)
 : -25, 62
O=C(c1cnc2n(c1=O)CCS2)N1CCN(c2ccc(Cl)c(Cl)c2)CC1
 : 36, 26
Cc1c(CCC(C)C)c(-n2ccnc2C)n2c(nc3ccccc32)c1C#N
 : -68, 67
COC(=O)c1coc(-c2ccc(C)cc2)c1C(=O)OC
 : 38, 21
O=C(c1ccncc1)N(Cc1ccco1)Cc1cc2ccccc2[nH]c1=O
 : 8, 30
Cc1ccc(NC(=O)Cn2cccc2)cc1C
 : 36, 22

Sorted by the number under Htt clearance grain fraction (largest number first): some entries from above.
compound	Htt clearance grain fraction
Cc1c(CCC(C)C)c(-n2ccnc2C)n2c(nc3ccccc32)c1C#N	67
COc1ccc(OC)c(C2CC(=O)N3CN(c4ccc(C)c(Cl)c4)CSC3=C2C#N)c1 (stereo not drawn)	62
Cc1noc(COc2ccccc2OCC(N)=O)c1Cl	33
O=C(c1ccncc1)N(Cc1ccco1)Cc1cc2ccccc2[nH]c1=O	30
O=C(c1cnc2n(c1=O)CCS2)N1CCN(c2ccc(Cl)c(Cl)c2)CC1	26
CCC(C)Nc1nc(OC(C(F)(F)F)C(F)(F)F)nc(OC(C(F)(F)F)C(F)(F)F)n1 (stereo not drawn)	16

Screening results as filed in PubChem BioAssay.

The list is partial; the hit share may differ from the screen's.
